# Screens (PubChem)
# eIF4E 4G PPI = blocks eIF4E binding to eIF4G | P63073+Q04637 | AID 782 | hit rate 0.37% among 220,000 | TR-FRET eIF4E-eIF4GI(517-606) binding, 2 h | inhibition, % at 21.7 µM;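 active = inhibition above about 30%, limit read from the data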;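 note: 0% = full FRET control wells and 100% = background wells lacking eIF4GI fragment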
# MDM2 E3 inh = Mdm2 E3 ligase (human) inhibition. Q00987. cell-based MDM2 ubiquitination luciferase reporter, 2 h; 0 = plate control, 100 = twice control, blank-subtracted. signal enhancement, % at 5 µM. hit rate 0.11% among 210,000. AID 1230;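 active = signal enhancement of 30% or more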;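 note: luminescence tracks abundance of the self-degrading MDM2-luciferase fusion protein; higher signal means inhibition of MDM2 E3 ligase activity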
#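 Material: Stable MDM2–luciferase fusion reporter cells | Amount: 2000 cells seeded into each well | Dosing: One concentration, 5 µM, with 0.2% DMSO | Incubation: 4 h cell settling then 2 h compound exposure, 37 °C | Measured by: Luciferase luminescence | Read-out basis: % enhancement relative to plate controls after blank subtraction | Benchmarks: Control and blank well means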
# * marks the source's active call; other numbers are inactive results. Some of the compounds tested (hit frequency here may not be typical).
SMILES,eIF4E 4G PPI,MDM2 E3 inh
CC(C)COC(=O)c1ccccc1C(=O)OCC(C)C,-17,-57
CC(C)N1OC2CC1c1nc3ccccc3n1C2 (stereo unspecified),2,-2
COc1ccc(CNC(=O)/C=C/c2ccc3[nH]cc(CCN(C)C)c3c2)cc1,-23,-6
CC1C2Cn3c(nc4ccccc43)C1N(C)O2 (stereo unspecified),-2,-8
CN1CCc2nc(SCC(=O)OC(C)(C)C)c(C#N)cc2C1,11,-20
COc1ccc(CCN)cc1OC,-12,-58
COc1cc([C@@H]2c3cc4c(cc3[C@@H](OC)[C@H]3COC(=O)[C@H]23)OCO4)cc(OC)c1O,-3,20
COC(=O)[C@@H](N)CCCN=C(N)N[N+](=O)[O-],-24,2

# Complete entries, looked up by structure. Order of screens: eIF4E 4G PPI | MDM2 E3 inh
# Shown for COc1ccc(CCN)cc1OC = -12 | -58
# Shown for COC(=O)[C@@H](N)CCCN=C(N)N[N+](=O)[O-] = -24 | 2
# Shown for CC(C)N1OC2CC1c1nc3ccccc3n1C2 (stereo unspecified) = 2 | -2
# Shown for COc1cc([C@@H]2c3cc4c(cc3[C@@H](OC)[C@H]3COC(=O)[C@H]23)OCO4)cc(OC)c1O = -3 | 20

# Fetched one by one from the entries so far, two records:
SMILES,eIF4E 4G PPI,MDM2 E3 inh
COc1ccc(CCN)cc1OC,-12,-58
COc1ccc(CNC(=O)/C=C/c2ccc3[nH]cc(CCN(C)C)c3c2)cc1,-23,-6
